Source: PubChem
RGS8-Gao reg: human RGS8-Galphao interaction regulation | P09471 | multiplexed bead flow cytometry, RGS8-Galphao binding; actives lie on both sides | response (percent of control binding), % at 10 µM | 220,000 compounds, 0.34% hits | AID 1423; in the data active = response below about 60% or above about 140%; inactive = in between;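 also: Galphao activated as the GDP aluminium fluoride complex binding bead-coupled RGS8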
Bcl-XL Bim block: disrupts Bim peptide binding to human Bcl-XL; Q07817; bead flow cytometry, fluorescence; inhibition, % at 10 µM; 190,000 compounds, 0.04% hits; AID 1007
Target sequence (Q07817 whole entry, looked up): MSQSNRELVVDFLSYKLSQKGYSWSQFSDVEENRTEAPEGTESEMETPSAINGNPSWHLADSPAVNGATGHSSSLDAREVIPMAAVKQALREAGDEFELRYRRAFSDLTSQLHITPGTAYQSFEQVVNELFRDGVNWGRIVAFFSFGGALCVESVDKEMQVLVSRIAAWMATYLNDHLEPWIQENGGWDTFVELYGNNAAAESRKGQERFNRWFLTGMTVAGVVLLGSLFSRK
RGS4-Gao reg: modulates binding of RGS4 to human Galphao; AID 1415; 220,000 compounds, 0.33% hits; Multiplexed bead flow cytometry; actives lie on both sides; binding response (% of control), % at 10 µM; in the data active = binding response below about 49% or above about 150%; inactive = in between;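 also: fluorescent Galphao activated with aluminum fluoride binding bead-coupled RGS4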
Bfl-1 Bim block: inhibitors of Bim-Bfl-1 interaction, human | Bead-based flow cytometry, Bim-Bfl-1 binding inhibition | Q16548 | inhibition, % at 10 µM | AID 1008 | 190,000 compounds, 0.12% hits;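 also: 0% = wells without compound plus tracer and 100% = blocker peptide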
GSH bead fluor: compound fluoresces at 488/530 nm on GSH beads. GSH beads flow cytometry, compound fluorescence 488/530 nm; stronger effect = higher value. fluorescence (KMESF) at 10 µM. 190,000 compounds, 0.25% hits. AID 1776; in the data active = fluorescence above about 89;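 also: glutathione beads carrying GST-tagged Bcl family fusion proteins plus one bare bead set; values are compound well signal with DMSO vehicle wells as background; inactives centre near 16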
Bim-Bcl-2: human Bim-Bcl-2 interaction inhibition; P10415; Bead-based flow cytometry, Bim peptide-Bcl-2 binding; inhibition, % at 10 µM; 190,000 compounds, 0.06% hits; AID 950; in the data active = inhibition above about 40%; inconclusive = no clear call, values can overlap the other calls;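 also: 0% = no compound wells with probe peptide and 100% = reference peptide inhibitor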
Target sequence (P10415 whole entry, looked up): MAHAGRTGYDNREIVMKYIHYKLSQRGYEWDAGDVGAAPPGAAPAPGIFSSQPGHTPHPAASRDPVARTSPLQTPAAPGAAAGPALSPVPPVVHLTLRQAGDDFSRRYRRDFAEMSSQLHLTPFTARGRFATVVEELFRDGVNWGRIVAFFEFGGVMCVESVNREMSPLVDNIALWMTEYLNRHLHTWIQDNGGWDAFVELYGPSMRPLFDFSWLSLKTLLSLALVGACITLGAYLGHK
ABCG2 block: inhibitors of human ABCG2 transporter, ABCB1 counter-screen. 190,000 compounds, 0.1% hits. Q9UNQ0. inhibition, % at 6.6 µM. IgMXP3 cells, JC-1 efflux, flow cytometry;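 active = inhibition above 80%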;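 also: 0% = DMSO and 100% = nicardipine control wells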
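Test system: IgMXP3 (ABCG2) plus far-red-tagged CCRF-Adr (ABCB1) cells. Reagent: JC-1 dye as substrate. Timing: 10 min exposure at 25 °C with rotation, no wash. Measured by: flow cytometric JC-1 green MFI at 530 nm. Read-out: percent efflux inhibition, scaled nicardipine 100% to DMSO 0%. Control set: nicardipine and DMSO wells.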
Bcl-B Bim block: inhibitors of Bim-Bcl-B interaction, human; 190,000 compounds, 0.073% hits; AID 951; inhibition, % at 10 µM; Q9HD36; bead-based flow cytometry, Bim peptide-Bcl-B binding;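 also: 0% = tracer peptide without compound and 100% = reference inhibitor peptide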
Target sequence (Q9HD36 whole entry, looked up): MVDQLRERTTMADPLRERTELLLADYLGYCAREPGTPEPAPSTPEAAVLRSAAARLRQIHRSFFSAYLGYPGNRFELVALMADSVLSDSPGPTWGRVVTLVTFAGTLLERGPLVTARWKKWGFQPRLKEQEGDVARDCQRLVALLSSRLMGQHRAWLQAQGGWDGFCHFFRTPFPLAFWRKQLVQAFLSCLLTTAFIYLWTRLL
Bim-Bcl-W: inhibitors of Bim-Bcl-W interaction, human. inhibition, % at 10 µM. bead-based flow cytometry, Bim peptide-Bcl-W binding. 190,000 compounds, 0.02% hits. Q92843. AID 952;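 also: 0% = bound tracer without compound and 100% = peptide blocker; higher means less fluorescent Bim peptide bound to Bcl-W beads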
Target sequence (Q92843 whole entry, looked up): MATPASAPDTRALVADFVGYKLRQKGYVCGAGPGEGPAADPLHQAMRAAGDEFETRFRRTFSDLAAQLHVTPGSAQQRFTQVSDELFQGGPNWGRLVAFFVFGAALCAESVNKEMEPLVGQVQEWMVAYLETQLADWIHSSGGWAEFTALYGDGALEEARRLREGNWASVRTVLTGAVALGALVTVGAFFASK
ABCB1 inh: blocks JC-1 efflux by human ABCB1 transporter; P08183; CCRF-Adr cells, flow cytometry; inhibition, % at 6.6 µM; 190,000 compounds, 0.067% hits; AID 1326; in the data active = inhibition above about 40%;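 also: 0% = vehicle and 100% = reference inhibitor; higher value means more JC-1 retained so stronger ABCB1 efflux block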
RGS7-Gao reg: human RGS7-Galphao interaction regulation; P09471; Multiplexed bead flow cytometry, RGS7-Galphao binding; actives lie on both sides; binding response (% of control), % at 10 µM; 220,000 compounds, 0.35% hits; AID 1439; in the data active = binding response below about 49% or above about 150%; inconclusive = no clear call, values can overlap the other calls; inactive = in between;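 also: fluorescent Galphao held in activated GDP-AlF4 state binding bead-coupled RGS7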
* = called active by the depositor; ? = inconclusive. Rule as the data show it, unless noted: active = inhibition above about 40%.

[1] COc1ccccc1C(=O)COC(=O)c1ccccc1O
[2] O=c1c2[nH]c3cccc(Cl)c3c2ncn1CCN1CCCCC1
[3] O=C(O)c1ccc(N2C(=O)c3ccc(C(=O)c4cccc([N+](=O)[O-])c4)cc3C2=O)cc1
[4] CC(=O)Oc1cc2c(C(=O)NCCCN3CCOCC3)c(C)oc2c2ccccc12
[5] COc1ccc2c(c1)CCc1c(C(=O)NCc3ccc(Cl)cc3)noc1-2
[6] O=C(Oc1cccc(-n2cnnn2)c1)c1sc2ccccc2c1Cl
[7] O=C(Nc1cccc(S(=O)(=O)N2CCCCC2)c1)c1ccc2ccccc2n1
[8] O=C(O)Cn1c(-c2cscn2)nc2ccccc21
screen / no.	1	2	3	4	5	6	7	8
Bcl-B Bim block	-2.0	-9.0	5.0	-2.0	-10.0	7.0	0.0	-8.0
RGS7-Gao reg	?	95.4	99.0	102.0	96.5	104.6	94.4	101.9
ABCG2 block	35.4	14.9	5.9	0.8	0.4	0.5	-0.4	1.2
RGS8-Gao reg	96.3	100.1	97.3	105.9	99.0	96.1	101.4	102.4
GSH bead fluor	12	26	19	64	44	11	22	22
Bim-Bcl-2	-4.0	-6.0	3.0	-2.0	-11.0	10.0	4.0	-10.0
ABCB1 inh	1.5	0.5	0.9	0.4	0.0	-0.1	12.1	0.1
Bfl-1 Bim block	-6.0	-18.0	2.0	-4.0	-16.0	7.0	-1.0	-14.0
RGS4-Gao reg	98.1	102.8	96.2	103.8	94.6	102.1	96.5	98.2
Bcl-XL Bim block	0.0	-8.0	-4.0	-3.0	-6.0	5.0	-5.0	-10.0
Bim-Bcl-W	-2.0	-6.0	-1.0	1.0	0.0	2.0	-3.0	-2.0

[9] COc1ccccc1C(=O)N1CCN(Cc2cn[nH]c2-c2ccc(F)cc2F)CC1
[10] Cc1cnc(NC(=O)c2cccc(S(=O)(=O)N3CC(C)OC(C)C3)c2)s1 (stereo not given)
[11] COc1ccc2c(Cl)c(-c3nnc(SCC(=O)c4ccccc4)n3C)sc2c1
[12] CN(CCC#N)C(=O)COC(=O)c1ccc(CNS(=O)(=O)c2ccc(F)c(Cl)c2)cc1
[13] O=C(COC(=O)c1ccccc1O)NCCC1=CCCCC1
[14] CCSCc1nnc(SCC(=O)Nc2cccc(C(C)=O)c2)n1C
[15] O=C(N/N=C/c1cc(Br)ccc1O)c1cccc(N2CCCC2=O)c1
[16] CCn1nc(CC(=O)Nc2ccc(-n3cnnn3)c(C)c2)c2ccccc2c1=O
screen / no.	9	10	11	12	13	14	15	16
Bcl-B Bim block	-5.0	-7.0	-7.0	-10.0	-6.0	4.0	-3.0	-13.0
RGS7-Gao reg	112.7	?	106.0	102.0	?	96.2	64.2	99.4
ABCG2 block	6.3	0.0	3.4	2.2	11.2	19.7	-9.9	5.3
RGS8-Gao reg	104.7	100.8	105.6	102.2	107.1	101.6	76.8	100.3
GSH bead fluor	20	15	16	11	13	20	6	29
Bim-Bcl-2	-2.0	-3.0	-2.0	-3.0	-5.0	0.0	0.0	-16.0
ABCB1 inh	2.9	0.5	0.7	-0.1	0.5	0.3	-1.5	-0.2
Bfl-1 Bim block	-5.0	-8.0	-6.0	-3.0	-9.0	6.0	0.0	-20.0
RGS4-Gao reg	108.2	102.3	100.4	102.2	107.1	101.2	67.3	100.8
Bcl-XL Bim block	0.0	-6.0	-1.0	-4.0	-3.0	-3.0	-4.0	-10.0
Bim-Bcl-W	-3.0	-4.0	4.0	-5.0	-3.0	-2.0	-1.0	-5.0

[17] COc1ccc(NC(=O)c2ccc(CN3CCN(c4ccccc4)CC3)cc2)cc1
[18] Cc1cc(N/N=C/c2ccccc2F)c2ccccc2n1
[19] Fc1cc(F)cc(NC(=S)N2CCC(c3ccccc3)C2)c1 (stereo not given)
[20] COc1cc(C(=O)NNC(=O)c2ccc(NC(=O)C(C)(C)C)cc2)cc(OC)c1OC
[21] O=C(O)c1cc2cc(F)ccc2[nH]1
[22] CCCN(CCC)C(=O)CC(c1ccccc1)c1cc(Br)ccc1O (stereo not given)
[23] CCc1ccc2c(c1)cc(CN(C(=S)Nc1ccccc1)C1CC1)c1nnnn12
[24] COc1ccc(CCN(C)CC(O)c2ccccc2)cc1OC (stereo not given)
screen / no.	17	18	19	20	21	22	23	24
Bcl-B Bim block	9.0	1.0	-9.0	-4.0	0.0	-5.0	-9.0	-6.0
RGS7-Gao reg	99.2	115.2	100.1	102.6	104.3	99.4	91.5	?
ABCG2 block	31.4	14.6	12.4	-0.1	0.0	0.9	0.3	6.8
RGS8-Gao reg	101.3	103.5	100.0	101.6	102.4	105.0	91.8	98.5
GSH bead fluor	29	18	15	10	20	25	45	14
Bim-Bcl-2	14.0	-1.0	-2.0	-1.0	-2.0	-2.0	-6.0	-3.0
ABCB1 inh	1.1	1.2	0.6	-0.3	0.1	0.1	0.9	1.0
Bfl-1 Bim block	19.0	0.0	-4.0	-5.0	-1.0	-3.0	-12.0	-8.0
RGS4-Gao reg	99.1	104.4	101.4	100.9	100.2	101.2	86.2	99.0
Bcl-XL Bim block	9.0	3.0	-1.0	-5.0	-4.0	-6.0	0.0	-2.0
Bim-Bcl-W	0.0	0.0	-1.0	0.0	-4.0	-2.0	0.0	-4.0

Only RGS7-Gao reg and Bcl-B Bim block (three entries from above):
nr	mol	RGS7-Gao reg	Bcl-B Bim block
17	COc1ccc(NC(=O)c2ccc(CN3CCN(c4ccccc4)CC3)cc2)cc1	99.2	9.0
18	Cc1cc(N/N=C/c2ccccc2F)c2ccccc2n1	115.2	1.0
19	Fc1cc(F)cc(NC(=S)N2CCC(c3ccccc3)C2)c1 (stereo not given)	100.1	-9.0

(next part)
[25] O=c1cc(-c2ccccc2)[nH]c2ccc(F)cc12
[26] CCOC(=O)c1c(C2CC2)csc1NC(C)=O
[27] c1ccc(-c2nccc(-c3ccc(-n4cnc5ccccc54)cc3)n2)nc1
[28] S=C(NCC1CCCO1)N1CCN(Cc2ccccc2)CC1 (stereo not given)
[29] O=C1C2CC=CCC2C(=O)N1Cc1nnc(-c2ccc(Cl)cc2)o1 (stereo not given)
[30] CCN(Cc1ccccc1)C(=O)CSc1nc(C)cc2c1C(=O)OC2
[31] Fc1ccc(-c2nnc3ccc(N4CCCC4)nn23)cc1
[32] CCCCOc1ccc(C2CC(=O)NC2=O)cc1 (stereo not given)
screen / no.	25	26	27	28	29	30	31	32
Bcl-B Bim block	-2.0	-4.0	-7.0	-4.0	-3.0	-6.0	-6.0	-5.0
RGS7-Gao reg	99.7	98.4	98.7	98.6	?	105.2	93.8	130.6
ABCG2 block	10.7	0.9	-3.4	0.2	9.2	4.2	-0.4	-1.3
RGS8-Gao reg	101.7	101.2	98.2	101.1	100.0	105.9	99.4	101.1
GSH bead fluor	15	53	34	10	15	11	19	23
Bim-Bcl-2	3.0	-2.0	-7.0	-4.0	-1.0	-10.0	-11.0	-2.0
ABCB1 inh	1.1	0.1	-0.3	0.1	0.7	0.5	-0.1	-0.1
Bfl-1 Bim block	0.0	-10.0	-17.0	-4.0	-4.0	-8.0	-10.0	-3.0
RGS4-Gao reg	101.3	102.2	98.3	98.6	98.9	104.8	95.7	107.0
Bcl-XL Bim block	-1.0	8.0	-4.0	-2.0	1.0	-7.0	-6.0	-9.0
Bim-Bcl-W	0.0	4.0	-1.0	-1.0	0.0	2.0	-1.0	-2.0

Single records, from the list above. Values in the order: Bcl-B Bim block, RGS7-Gao reg, ABCG2 block, RGS8-Gao reg, GSH bead fluor, Bim-Bcl-2, ABCB1 inh, Bfl-1 Bim block, RGS4-Gao reg, Bcl-XL Bim block, Bim-Bcl-W
O=c1cc(-c2ccccc2)[nH]c2ccc(F)cc12 as listed: -2.0, 99.7, 10.7, 101.7, 15, 3.0, 1.1, 0.0, 101.3, -1.0, 0.0
CCN(Cc1ccccc1)C(=O)CSc1nc(C)cc2c1C(=O)OC2 as listed: -6.0, 105.2, 4.2, 105.9, 11, -10.0, 0.5, -8.0, 104.8, -7.0, 2.0
CCCCOc1ccc(C2CC(=O)NC2=O)cc1 (stereo not given) as listed: -5.0, 130.6, -1.3, 101.1, 23, -2.0, -0.1, -3.0, 107.0, -9.0, -2.0
O=C1C2CC=CCC2C(=O)N1Cc1nnc(-c2ccc(Cl)cc2)o1 (stereo not given) as listed: -3.0, ?, 9.2, 100.0, 15, -1.0, 0.7, -4.0, 98.9, 1.0, 0.0

Next section.
[33] COc1ccc(C(=O)NCc2ccc(C)cc2)cc1S(=O)(=O)N1CCCc2ccccc21
[34] CCOC(=O)NC(=O)CSc1ccc2ccccc2n1
[35] CCCc1nnc(SCC(=O)N2CCCC(C)C2)n1CC1CCCO1 (stereo not given)
[36] Cc1nc(SCC(=O)c2c[nH]c3ccccc23)n[nH]1
[37] Cc1cc(Nc2ccc(F)cc2C)n2ncnc2n1
[38] NC1=NCc2ccccc21
[39] COc1cccc(N(CC(=O)Nc2cccc(F)c2)S(C)(=O)=O)c1
[40] CCOC(=O)c1c(OCCO)nn(-c2ccccc2)c1N
screen / no.	33	34	35	36	37	38	39	40
Bcl-B Bim block	-10.0	-1.0	-9.0	-9.0	-4.0	-4.0	0.0	-5.0
RGS7-Gao reg	98.8	?	104.3	93.7	107.2	102.6	101.0	?
ABCG2 block	4.3	6.7	2.7	-0.1	1.5	0.3	3.1	1.8
RGS8-Gao reg	100.1	99.5	106.7	101.5	102.7	98.0	105.3	101.7
GSH bead fluor	31	12	13	14	22	31	18	13
Bim-Bcl-2	-13.0	-5.0	-1.0	-9.0	-7.0	0.0	-1.0	-2.0
ABCB1 inh	0.9	0.1	0.2	0.3	0.1	0.2	0.7	0.0
Bfl-1 Bim block	-14.0	-3.0	-9.0	-13.0	-11.0	-4.0	-1.0	-8.0
RGS4-Gao reg	101.6	98.2	104.3	100.5	102.4	94.5	97.7	98.9
Bcl-XL Bim block	-5.0	-2.0	0.0	-3.0	-3.0	-7.0	0.0	-1.0
Bim-Bcl-W	0.0	-2.0	1.0	-1.0	1.0	-4.0	-1.0	1.0

[41] COc1cc(OC)c(N(C)S(=O)(=O)c2cccc(C(=O)OCc3c(C)noc3C)c2)cc1Cl
[42] Cc1cccc(C)c1OCC(=O)Nn1c(=O)[nH]c2ccccc2c1=O
[43] COc1ccc(CCN2C(=O)CC(NNC(=O)c3ccccc3Br)C2=O)cc1 (stereo not given)
[44] O=C(NNC(=O)C1CCCCC1)c1ccco1
screen / no.	41	42	43	44
Bcl-B Bim block	0.0	-3.0	0.0	-6.0
RGS7-Gao reg	95.3	102.5	108.8	92.9
ABCG2 block	3.7	1.5	3.5	-0.5
RGS8-Gao reg	98.3	99.2	111.0	98.8
GSH bead fluor	11	15	17	21
Bim-Bcl-2	-1.0	-5.0	-13.0	1.0
ABCB1 inh	2.6	0.2	0.9	-0.6
Bfl-1 Bim block	-3.0	-5.0	0.0	-5.0
RGS4-Gao reg	94.9	100.1	102.8	94.2
Bcl-XL Bim block	0.0	-4.0	-2.0	-5.0
Bim-Bcl-W	0.0	-2.0	0.0	-1.0
